APEX1 inh: blocks human APE1 abasic DNA cleavage; recombinant APE1, TAMRA/BHQ-2 abasic DNA cleavage fluorescence; Potency, µM (doses to about 65.8 µM), without a hit: at the highest dose activity change, negative = inhibition, actives largely listed as inhibitors; 0.35% of 350,000 active; P27695;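 note: plate controls were vehicle for no effect and reference inhibitor for full effect; nearly all actives have a fitted effect of over 55% in size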
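Endonuclease cleavage of a quenched abasic-site DNA duplex (50 nM) by APE1 (0.75 nM) was tracked by TAMRA dequenching. Compounds were preincubated with enzyme 15 min at room temperature; data normalized to buffer-only and DMSO wells plus NSC13755 control.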
BLM inh: blocks DNA unwinding by human BLM helicase; P54132; recombinant BLM DNA unwinding, fluorescence dequenching; Potency, µM (titrated, usually from 56.1 µM), for inactives: top-dose activity change, negative = inhibition, actives largely listed as inhibitors; 0.2% of 350,000 active; AID 2528;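 note: plate controls were vehicle for no effect and no enzyme for full effect; nearly all actives have a fitted effect of over 35% in size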
Target sequence (P54132 whole entry, looked up): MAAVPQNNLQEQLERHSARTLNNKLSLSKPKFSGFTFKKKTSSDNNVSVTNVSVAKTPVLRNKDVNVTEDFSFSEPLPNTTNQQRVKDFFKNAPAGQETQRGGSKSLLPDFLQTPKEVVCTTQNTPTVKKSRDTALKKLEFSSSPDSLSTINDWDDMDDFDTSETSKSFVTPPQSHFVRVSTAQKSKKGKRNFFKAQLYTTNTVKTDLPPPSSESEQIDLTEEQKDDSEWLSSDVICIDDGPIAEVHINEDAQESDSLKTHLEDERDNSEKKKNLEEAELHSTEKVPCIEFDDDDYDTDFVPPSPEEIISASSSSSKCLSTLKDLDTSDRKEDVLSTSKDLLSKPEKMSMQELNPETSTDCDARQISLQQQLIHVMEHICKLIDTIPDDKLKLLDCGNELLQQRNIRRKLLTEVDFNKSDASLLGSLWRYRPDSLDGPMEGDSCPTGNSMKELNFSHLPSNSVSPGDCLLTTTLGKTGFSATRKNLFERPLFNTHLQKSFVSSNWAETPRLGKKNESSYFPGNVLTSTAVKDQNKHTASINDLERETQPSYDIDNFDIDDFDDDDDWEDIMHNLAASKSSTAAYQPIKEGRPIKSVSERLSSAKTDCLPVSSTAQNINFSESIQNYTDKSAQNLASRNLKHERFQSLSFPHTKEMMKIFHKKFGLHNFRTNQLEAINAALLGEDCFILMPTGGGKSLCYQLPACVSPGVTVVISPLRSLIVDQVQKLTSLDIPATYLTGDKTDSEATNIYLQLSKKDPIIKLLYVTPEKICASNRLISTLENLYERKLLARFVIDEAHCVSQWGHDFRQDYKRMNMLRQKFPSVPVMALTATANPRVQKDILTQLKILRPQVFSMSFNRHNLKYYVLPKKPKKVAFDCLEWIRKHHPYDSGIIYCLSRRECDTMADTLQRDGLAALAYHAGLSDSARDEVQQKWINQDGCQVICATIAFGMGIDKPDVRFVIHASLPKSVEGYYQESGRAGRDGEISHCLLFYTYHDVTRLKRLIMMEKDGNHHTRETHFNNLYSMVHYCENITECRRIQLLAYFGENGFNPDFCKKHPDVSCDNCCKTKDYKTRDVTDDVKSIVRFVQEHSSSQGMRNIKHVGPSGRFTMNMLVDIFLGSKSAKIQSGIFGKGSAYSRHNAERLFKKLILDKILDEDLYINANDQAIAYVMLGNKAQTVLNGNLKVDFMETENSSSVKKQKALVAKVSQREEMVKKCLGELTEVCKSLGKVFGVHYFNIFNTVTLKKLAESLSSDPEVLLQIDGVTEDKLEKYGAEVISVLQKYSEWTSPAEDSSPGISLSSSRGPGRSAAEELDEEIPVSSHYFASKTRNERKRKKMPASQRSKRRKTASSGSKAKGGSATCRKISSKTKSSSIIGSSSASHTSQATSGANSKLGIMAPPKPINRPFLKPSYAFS
JMJD2A Tudor inh: blocks the human JMJD2A Tudor domain; O75164; AlphaScreen JMJD2A-Tudor / H3K4me3 peptide binding; Potency, µM (titrated, usually from 114 µM), for the others: at the highest dose activity change, negative = inhibition, actives largely listed as inhibitors; 4.4% of 390,000 active; note: nearly all actives have a fitted effect of over 50% in size
The depositor's hits bear a star; ? = inconclusive; . = not tested or not shown; & = joins results of further samples; [ ] = another dose, or the depositor's remark. Calls come from the whole dose curve; as a rule, active = well fitted curve in the direction sought with a large enough effect; inconclusive = small, poorly fitted or top-dose-only effect, or another doubt; inactive = no such curve, though single readings can be large; an effect the other way counts as inactive or inconclusive. Unless noted, % is set by controls: 0 for no effect and ±100 for the full control effect; potency is the fitted concentration of half-maximal effect.

SMILES	APEX1 inh	BLM inh	JMJD2A Tudor inh
C[C@@H](c1ccccc1)N1C(=O)[C@H]2[C@H]3[C@H](O)[C@H](O)C/C(=N/OCc4ccccc4)[C@@H]3CC[C@@H]2C1=O	13%[12.4 µM]	-1%[12.4 µM]	.
COC(=O)N[C@@H](c1ccc(Br)cc1)C(C(=O)OC)C(=O)OC	-1%	1%	.
C#CCCCO/N=C1/C[C@@H](O)[C@@H](O)[C@@H]2[C@@H]3C(=O)N(Cc4ccc5c(c4)OCO5)C(=O)[C@H]3CC[C@H]12	23%[12.4 µM]	-4%[12.4 µM]	.
COc1cccc(CS(=O)(=O)c2ccccc2)c1	0%	-1%	.
O=C1[C@@H]2[C@H]3[C@H](O)[C@H](O)C/C(=N/OC[C@@H](O)COCc4ccco4)[C@H]3CC[C@H]2C(=O)N1c1ccc(F)cc1F	?	0%[12.4 µM]	.
CCCCC#CC1C=CC(Oc2ccc(C(=O)OC)cc2)C(COC(=O)OCC)O1 (stereo not drawn)	-8%[12.4 µM]	-5%[12.4 µM]	.
COc1ccc(-c2nc3c(c4c2C[C@H](c2ccccc2)OC4)CN(C(=O)N[C@@H](C)c2ccccc2)CC3)c(C)c1	-1%[12.4 µM]	-6%[12.4 µM]	.
N#Cc1cccc(CS(=O)(=O)c2nnnn2-c2cc(C(F)(F)F)cc(C(F)(F)F)c2)c1	12%	2%	.
CCCCC/C=C\C/C=C\C/C=C\C/C=C\CCCCCC(N)=O	10%	-4%	.
COc1ccc(-c2nc3c(c4c2C[C@H](c2ccccc2)OC4)CN(C(=O)NCc2ccco2)CC3)c(C)c1	-5%[12.4 µM]	-2%[12.4 µM]	.
CCOC(=O)C[C@@H](C(=O)OCC)[C@@H]1CCCCC1=O	18%[12.4 µM]	-1%[12.4 µM]	.
CCCCc1nc2c(c3c1C[C@H](C)OC3)CN(C(=O)COC)CC2	-1%[12.4 µM]	0%[12.4 µM]	.
C=C(C(C)=O)C(O)c1ccc(Cl)cc1 (stereo not drawn)	2%	-4%	.
Cc1ccc(S(=O)(=O)N2CCc3nc(-c4ccccc4)c4c(c3C2)CO[C@@H](C)C4)cc1	-6%[12.4 µM]	1%[12.4 µM]	.
CC(C)c1cccc2c([Si](C)(C)C)c3c(nc12)-c1cccc(=O)n1C3	13%	-16%	.
NC(N)=NCCC[C@H](NC(=O)CC1(CC(=O)N2CCN(C3c4ccccc4NC(=O)c4ccccc43)CC2)CCCC1)C(=O)NCCn1c(=O)n(-c2ccccc2)n(-c2ccccc2)c1=O (stereo partly drawn)	-10%	-15%	.
CCC/C=C(\CCC)C(NS(=O)(=O)c1ccc(Cl)cc1)c1ccc(C(=O)OC)cc1 (stereo not drawn)	-10%	-12%	.
CCN1C(=O)[C@H]2[C@H]3[C@H](O)[C@H](O)C/C(=N/O[C@@H]4O[C@@H](COC(C)=O)[C@@H](OC(C)=O)[C@@H](OC(C)=O)[C@H]4OC(C)=O)[C@H]3CC[C@@H]2C1=O	31%[activator][12.4 µM]	-1%[12.4 µM]	.
CC1(C)O[C@@H]2[C@@H](O1)C(c1ccccc1)(c1ccccc1)OP(=O)(O)OC2(c1ccccc1)c1ccccc1	-1%	0%	.
COc1ccc(OCC2CC3C(CCC(C)C3c3ccc(Br)cc3)C(=O)O2)cc1 (stereo not drawn)	-8%[12.4 µM]	-1%[12.4 µM]	.
COC(=O)c1ccc(C(NC(=O)OCc2ccccc2)/C(=C/[C@@H](C)C(=O)NCc2ccc(-c3ccccc3)cc2)c2cccnc2)cc1 (stereo partly drawn)	?	-8%	.
CCC(=O)CC(NC(=O)OC)c1ccc(F)cc1 (stereo not drawn)	?	-1%[12.4 µM]	.
CC(C)[C@H](NC(=O)OC(C)(C)C)[C@@H](O)CC(=O)OC(C)(C)C	-5%[12.4 µM]	3%[12.4 µM]	.
COc1cc(C2c3[nH]c4ccccc4c3CC3C(=O)N4C(Cc5c([nH]c6ccccc56)C4c4cc(OC)c(OC)c(OC)c4)C(=O)N32)cc(OC)c1OC (stereo not drawn)	6%[12.4 µM]	2%[12.4 µM]	.
CCc1c2c(nc3ccc(OC)cc13)OC(CC)C2 (stereo not drawn)	0%	4%	.
COC(=O)[C@@]1(Cc2ccccc2)[C@H]2c3cc(C(=O)N4CCCC4)n(Cc4ccc(OC)c(OC)c4)c3C[C@H]2CN1C(=O)c1ccccc1	-3%	-4%	.
COC(=O)N[C@@H](c1cccc(F)c1)[C@@H](C)[N+](=O)[O-]	-7%	-2%	.
CCCn1c(-c2ccc(F)cc2)nc2c(N(C)CCN(C)C)nc(C)nc21	-7%	-8%	.
Cc1ccc(S(=O)(=O)OC[C@@H]2CN3[C@H](c4ccc(Br)cc4)[C@H](C)CC[C@H]3C(=O)O2)cc1	-12%[12.4 µM]	-3%[12.4 µM]	.
CC(C)(C)N1C(=O)[C@H]2[C@H]3[C@H](O)[C@H](O)C/C(=N/OC[C@@H](O)COCc4ccco4)[C@H]3CC[C@@H]2C1=O	30%[12.4 µM]	2%[12.4 µM]	.
COC(=O)[C@@]1(Cc2ccccc2)[C@H]2c3cc(C(=O)N4CCCC4)n(Cc4c(CO)[nH]cc(C)c4=O)c3C[C@H]2CN1C(=O)c1ccccc1	-2%	1%	.
CCOC(=O)N/N=C1/C[C@@H](O)[C@@H](O)[C@@H]2[C@@H]3C(=O)N(C4CCCCC4)C(=O)[C@H]3CC[C@@H]12	-7%[12.4 µM]	-7%[12.4 µM]	.
CCOC(=O)OCC1OC(c2ccc(C(C)=O)cc2)C=CC1Oc1ccc(-c2ccccc2)cc1 (stereo not drawn)	?	-6%[12.4 µM]	.
CCCCC#CC1C=CC(Oc2cc(OC)c(OC)c(OC)c2)C(CO)O1 (stereo not drawn)	7%[12.4 µM]	1%[12.4 µM]	.
CCCCc1cc2c(cn1)=C(OC(=O)C1CCCC1)C(C)(OC(=O)CC)C(=O)C=2 (stereo not drawn)	-2%[12.4 µM]	-5%[12.4 µM]	.
CC(C)=C1C(=O)C(c2ccccc2)=C2CN3C(=O)N(CCc4ccccc4)C(=O)[C@]3(C)[C@H]21	-8%	-10%	.
CCCC[C@@H]1C[C@H]1C(NS(=O)(=O)c1cccc2cccnc12)c1ccc(-c2ccccc2)cc1 (stereo partly drawn)	15%	-9%	.
CCN1C(=O)[C@H]2[C@H]3[C@H](O)[C@H](O)C/C(=N/NC(=O)OCc4ccccc4)[C@H]3CC[C@@H]2C1=O	11%[12.4 µM]	0%[12.4 µM]	.
CCCCc1cc2c(cn1)=C(OC(=O)c1ccco1)C(C)(OC(=O)CC)C(=O)C=2 (stereo not drawn)	-6%[12.4 µM]	-8%[12.4 µM]	.
CCOC(=O)OCC1OC(C#Cc2ccc(F)cc2F)C=CC1OC(=O)OCC (stereo not drawn)	?	-2%[12.4 µM]	.
CC(C)C(=O)N[C@@H]1CCCN1C(=O)/C=C\c1ccccc1	-6%[12.4 µM]	3%[12.4 µM]	.
CCCCC/C=C\C[C@@H](O)/C=C/C=C/C=C/[C@@H](O)CCCC(=O)O	12%	1%	.
COC(=O)[C@@H](NC(=O)O[C@@H]1C(=O)c2ccc(OC)cc2O[C@H]1c1ccc2c(c1)OCO2)C(C)C	17%	4%	.
C=CCC(C)(O)c1cccc(Br)c1 (stereo not drawn)	-1%	-2%	.
CCC1=C2CC[C@H]3C(=O)N(c4ccccc4)C(=O)[C@H]3[C@H]2[C@@]2(Cc3ccccc3)C(=O)N(CC(=O)OC)C(=O)N2C1=O	-12%	-1%	.

Exported with values under each structure: 13 of the compounds above
The line under a structure holds: APEX1 inh, BLM inh, JMJD2A Tudor inh
CC(C)(C)N1C(=O)[C@H]2[C@H]3[C@H](O)[C@H](O)C/C(=N/OC[C@@H](O)COCc4ccco4)[C@H]3CC[C@@H]2C1=O
  30%[12.4 µM], 2%[12.4 µM], .
COC(=O)[C@@]1(Cc2ccccc2)[C@H]2c3cc(C(=O)N4CCCC4)n(Cc4c(CO)[nH]cc(C)c4=O)c3C[C@H]2CN1C(=O)c1ccccc1
  -2%, 1%, .
CCOC(=O)N/N=C1/C[C@@H](O)[C@@H](O)[C@@H]2[C@@H]3C(=O)N(C4CCCCC4)C(=O)[C@H]3CC[C@@H]12
  -7%[12.4 µM], -7%[12.4 µM], .
CCOC(=O)OCC1OC(c2ccc(C(C)=O)cc2)C=CC1Oc1ccc(-c2ccccc2)cc1 (stereo not drawn)
  ?, -6%[12.4 µM], .
CCCCC#CC1C=CC(Oc2cc(OC)c(OC)c(OC)c2)C(CO)O1 (stereo not drawn)
  7%[12.4 µM], 1%[12.4 µM], .
CCCCc1cc2c(cn1)=C(OC(=O)C1CCCC1)C(C)(OC(=O)CC)C(=O)C=2 (stereo not drawn)
  -2%[12.4 µM], -5%[12.4 µM], .
CC(C)=C1C(=O)C(c2ccccc2)=C2CN3C(=O)N(CCc4ccccc4)C(=O)[C@]3(C)[C@H]21
  -8%, -10%, .
CCCC[C@@H]1C[C@H]1C(NS(=O)(=O)c1cccc2cccnc12)c1ccc(-c2ccccc2)cc1 (stereo partly drawn)
  15%, -9%, .
CCN1C(=O)[C@H]2[C@H]3[C@H](O)[C@H](O)C/C(=N/NC(=O)OCc4ccccc4)[C@H]3CC[C@@H]2C1=O
  11%[12.4 µM], 0%[12.4 µM], .
CCCCc1cc2c(cn1)=C(OC(=O)c1ccco1)C(C)(OC(=O)CC)C(=O)C=2 (stereo not drawn)
  -6%[12.4 µM], -8%[12.4 µM], .
CCOC(=O)OCC1OC(C#Cc2ccc(F)cc2F)C=CC1OC(=O)OCC (stereo not drawn)
  ?, -2%[12.4 µM], .
CC(C)C(=O)N[C@@H]1CCCN1C(=O)/C=C\c1ccccc1
  -6%[12.4 µM], 3%[12.4 µM], .
CCCCC/C=C\C[C@@H](O)/C=C/C=C/C=C/[C@@H](O)CCCC(=O)O
  12%, 1%, .

Next part
SMILES	APEX1 inh	BLM inh	JMJD2A Tudor inh
NCCC[C@@H](CC(=O)N[C@@H]1CCNC[C@H]1C(=O)N[C@H](CC(=O)N[C@@H](CCC(=O)O)CC(=O)O)Cc1c[nH]c2ccccc12)NC(=O)C[C@H](Cc1ccccc1)NC(=O)[C@@H]1CCCC[C@H]1N	0%	5%	.
COc1ccc(-c2nc3c(c4c2C[C@H](c2ccccc2)OC4)CN(C(=O)c2ccco2)CC3)c(C)c1	-4%[12.4 µM]	-3%[12.4 µM]	.
COc1cccc(C2c3c(ncn(-c4ccccc4OC)c3=N)Oc3ccc4ccccc4c32)c1 (stereo not drawn)	.	.	56µM*
CNc1cccc(S(=O)(=O)N2CCN(S(=O)(=O)c3ccc4c(c3)OCCO4)CC2)c1	.	.	-16%
Cc1cc2c(s1)c1cnn(Cc3ccc(F)cc3)c(=O)c1n2C	.	.	-27%
CC(=O)Nc1ccc(S(=O)(=O)N2CCCN(S(=O)(=O)c3ccc4c(c3)OCCO4)CC2)cc1	.	.	-14%
COc1ccccc1N1C(=O)c2ccccc2C1=O	.	.	-31%
Cc1ccc(CNc2ncnc3ccc(-c4ccc5c(c4)OCO5)cc23)s1	.	.	-26%
O=S(=O)(c1ccc2c(c1)OCCO2)N1CCN(S(=O)(=O)c2c(F)cccc2F)CC1	.	.	-35%&-3%&-14%&-26%
COc1ccc(C2c3c(nc(C)[nH]c3=O)Oc3ccc4ccccc4c32)cc1OC (stereo not drawn)	.	.	-12%
Cn1c2cc(S(C)=O)sc2c2cnn(Cc3cccc(O)c3)c(=O)c21 (stereo not drawn)	.	.	4%&-19%
O=C(NCc1nnc(-c2cc3ccccc3[nH]2)s1)c1ccccc1	.	.	-14%
O=C(OCC#CCSc1nnc(-c2c[nH]c3ccccc23)o1)c1ccc(F)cc1	.	.	-24%
O=S(=O)(c1ccc2c(c1)OCCO2)N1CCN(S(=O)(=O)c2ccc(Cl)cc2F)CC1	.	.	-8%
COc1cc(F)c(S(=O)(=O)N2CCN(S(=O)(=O)c3ccc4c(c3)OCCO4)CC2)c(F)c1	.	.	-7%
COc1ccc(C2c3c(ncn(CCCc4ccccc4)c3=N)Oc3ccc4ccccc4c32)cc1OC (stereo not drawn)	.	.	?
Cc1ccccc1NS(=O)(=O)c1ccc2c(c1)CCC(=O)N2	.	.	-10%
Cc1c(P(=S)(c2ccccc2)c2ccccc2)[n+]2ccccc2n1CC(=O)c1ccccc1	.	.	-26%
Cc1ccc(NS(=O)(=O)c2cc3c(cc2C)OCC(=O)N3)cc1C	.	.	-26%
CC(=O)Nc1cccc(S(=O)(=O)N2CCCN(S(=O)(=O)c3ccc4c(c3)OCCO4)CC2)c1	.	.	-16%
N#Cc1nc(NCC(F)F)c2ncn(-c3cc(F)cc(F)c3)c2n1	.	.	-10%
COc1cccc(C2c3c(ncn(-c4cccc(C#N)c4)c3=N)Oc3ccc4ccccc4c32)c1 (stereo not drawn)	.	.	79µM*

Assay outcomes (PubChem)

Not all compounds are listed. The share of hits here may be higher or lower than overall.
